TrxR1 inh = blocks rat thioredoxin reductase 1; O89049; recombinant rTrxR1, NADPH fluorescence consumption, selenite substrate; Potency, µM (titrated, usually from 114 µM), inactives show at the highest dose activity change, negative = inhibition, most hits filed as inhibitors; hit rate 1% among 390,000; also: potency is read from the fitted curve at half-maximal effect; % is scaled to controls: 0 for no effect and ±100 for the full control effect; nearly all actives have a fitted effect of over 65% in size
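Rat TrxR1 (90 nM in the dispensed reagent) was pre-reduced with 400 uM NADPH for 5 min at room temperature, then incubated with compound for 15 min. After 400 uM selenite was added, NADPH fluorescence (Ex 340/Em 450 nm) was followed for 8 min.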
TrxR1 substrate = rat thioredoxin reductase 1 substrate activity | purified TrxR1 substrate turnover, NADPH consumption readout | AID 588456 | Potency, µM (top dose mostly 114 µM), for the others: at the highest dose activity change, negative = substrate turnover | hit rate 0.01% among 390,000; also: potency is read from the fitted curve at half-maximal effect; % is scaled to controls: 0 for no effect and ±100 for the full control effect; nearly all actives have a fitted effect of over 50% in size
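Rat TrxR1, dispensed at 90 nM, was prereduced with 400 uM NADPH (final) for 5 min at ~22 deg C, then incubated with compound 15 min before 400 uM selenite. A first-read NADPH fluorescence drop versus no-compound background flagged substrates.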
Vif-A3G inh = inhibitors of Vif-APOBEC3G interaction | Q9HC16 | HeLa A3G-eYFP + Vif (tagged APOBEC3G with the HIV-1 protein that degrades it), YFP fluorescence, overnight | Potency, µM (doses to about 46.1 µM), inactives show top-dose activity, negative = active, most hits filed as inhibitors | hit rate 0.076% among 410,000 | AID 602310;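 also: potency is read from the fitted curve at half-maximal effect; % is scaled to controls: 0 for no effect and ±100 for the full control effect; nearly all actives have a fitted effect of over 60% in size; hits raise eYFP signal because A3G escapes Vif-driven loss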
Target sequence (Q9HC16 whole entry, looked up): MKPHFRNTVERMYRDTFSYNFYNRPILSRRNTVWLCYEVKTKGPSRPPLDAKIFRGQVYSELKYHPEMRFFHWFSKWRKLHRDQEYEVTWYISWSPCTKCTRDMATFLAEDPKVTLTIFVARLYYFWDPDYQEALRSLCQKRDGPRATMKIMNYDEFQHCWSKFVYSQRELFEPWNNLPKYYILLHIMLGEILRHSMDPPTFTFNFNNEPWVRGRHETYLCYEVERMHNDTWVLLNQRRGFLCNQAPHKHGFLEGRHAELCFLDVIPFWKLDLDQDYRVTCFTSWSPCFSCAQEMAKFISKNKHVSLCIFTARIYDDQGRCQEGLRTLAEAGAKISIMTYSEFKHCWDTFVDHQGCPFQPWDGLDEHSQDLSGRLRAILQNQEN
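HeLa cells stably expressing Vif and C-terminally eYFP-tagged A3G, seeded overnight at 37 deg C, then exposed to compound by pintool overnight at 37 deg C. Rise in yellow fluorescence (Ex 488/Em 500-530, Acumen) marks blocked Vif-driven A3G degradation.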
LDHA block = inhibitors of human lactate dehydrogenase A | P00338 | purified LDHA, NADH/diaphorase-resazurin fluorescence; hits give low values | activity change, % (values are at about 110 or 230 µM) | hit rate 0.15% among 480,000 | AID 1347041; in the data active = activity change below about -30%; inconclusive = mostly about -25% to -30%;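 also: plate controls were DMSO wells for no effect and wells without enzyme for full effect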
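Human LDH5 (2 nM) was incubated with 0.06 mM NADH and 0.2 mM pyruvate for 5 min at room temperature in Tris pH 7.4. Remaining NADH was coupled through diaphorase/resazurin, and resorufin fluorescence was read at 0 and 20 min.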
Glioma ERSR ind = ER stress response induction in glioma | Potency, µM, for inactives: at the top dose activation, usual class: activators | hit rate 0.02% among 420,000 | U87-MG GRP78 promoter luciferase reporter, 16 h; also: potency is read from the fitted curve at half-maximal effect; series mostly up to about 76 µM; % of control where 0% means no effect; nearly all actives have a fitted effect of over 35% in size
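Stably transfected U87-MG human glioma cells carrying a GRP78-based luminescent sensor were seeded at 1000 cells/well, pin-dosed with compounds and incubated 16 h. Luciferase reagent was then added, and end-point luminescence was read after 10 min at room temperature.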
RGS4 inh = human RGS4 inhibition; Potency, µM (top dose mostly 114 µM), for the others: top-dose activity change, negative = inhibition, most hits filed as inhibitors; hit rate 0.039% among 390,000; Transcreener GDP fluorescence polarization, RGS4-accelerated GTP hydrolysis; also: potency is read from the fitted curve at half-maximal effect; % is scaled to controls: 0 for no effect and ±100 for the full control effect; nearly all actives have a fitted effect of over 75% in size; some results filed as inactive show a strong effect at the top dose
Target sequence (P49798 whole entry, looked up): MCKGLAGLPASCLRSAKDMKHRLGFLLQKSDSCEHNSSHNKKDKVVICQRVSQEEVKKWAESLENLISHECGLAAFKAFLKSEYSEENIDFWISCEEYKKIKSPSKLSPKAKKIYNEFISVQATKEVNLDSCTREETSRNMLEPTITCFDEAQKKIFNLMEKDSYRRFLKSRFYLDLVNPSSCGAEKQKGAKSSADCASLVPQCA
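MLSMR compounds (23 nl, pin-transferred) preincubated 10 min at room temperature with a 500nM (2x) first reagent, then RGS4 at 900nM (2x) plus Transcreener GDP mix added; fluorescence polarization (620/688 nm) read before and after 90 min at 30 °C.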
Vif-APOBEC3F blk = Vif-A3F binding inhibition; HeLa A3F-eYFP + Vif (tagged APOBEC3F with the HIV-1 protein that degrades it), YFP fluorescence increase; Potency, µM (highest dose often 46.1 µM), for the others: at the highest dose activity, negative = active; hit rate 0.2% among 390,000; AID 602313; also: potency is read from the fitted curve at half-maximal effect; % of control where 0% means no effect; nearly all actives have a fitted effect of over 65% in size
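HeLa cells stably expressing A3F-eYFP plus Vif, plated and incubated overnight at 37 deg C, then exposed to compounds overnight at 37 deg C. Blocked degradation read as raised yellow fluorescence (Ex 488/Em 500-530).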
mIDH1 inhibitor = human IDH1 R132H inhibition. IDH1-R132H enzyme, NADPH consumption, diaphorase/resazurin fluorescence. Potency, µM (doses to about 76.6 µM), without a hit: top-dose activity change, negative = inhibition, usual class: inhibitors. hit rate 0.093% among 390,000; also: potency is read from the fitted curve at half-maximal effect; % is scaled to controls: 0 for no effect and ±100 for the full control effect; nearly all actives have a fitted effect of over 65% in size
Target sequence (O75874 whole entry R132H, stated change not applied): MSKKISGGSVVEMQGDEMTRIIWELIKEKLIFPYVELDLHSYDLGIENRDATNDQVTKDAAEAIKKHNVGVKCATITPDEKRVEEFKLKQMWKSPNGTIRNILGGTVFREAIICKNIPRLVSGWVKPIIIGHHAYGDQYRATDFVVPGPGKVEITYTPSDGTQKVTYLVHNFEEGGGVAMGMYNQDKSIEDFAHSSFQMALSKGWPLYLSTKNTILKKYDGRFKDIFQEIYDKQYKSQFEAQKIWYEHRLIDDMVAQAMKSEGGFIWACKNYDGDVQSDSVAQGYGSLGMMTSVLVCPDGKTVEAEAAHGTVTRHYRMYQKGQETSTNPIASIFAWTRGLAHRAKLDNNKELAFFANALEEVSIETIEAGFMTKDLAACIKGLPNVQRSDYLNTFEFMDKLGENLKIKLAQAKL
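IDH1-R132H (0.5 ug/mL) preincubated 30 min with compound, then NADPH (0.016 mM) and alpha-KG (2 mM) added; 80 min at RT, pH 7.5. Remaining NADPH coupled via diaphorase/resazurin to fluorescence (540/590 nm); concentration-response curves normalized to no-enzyme control.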
USP1 inh = inhibitors of human USP1/UAF1 deubiquitinase; O94782; recombinant USP1/UAF1, Ub-Rhodamine cleavage fluorescence; Potency, µM (top dose mostly 57.1 µM), without a hit: at the top dose activity change, negative = inhibition, actives largely listed as inhibitors; hit rate 0.23% among 390,000; also: potency is read from the fitted curve at half-maximal effect; % is scaled to controls: 0 for no effect and ±100 for the full control effect; nearly all actives have a fitted effect of over 60% in size; inactives centre near -12
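Step one: compound is pinned into 1nM USP1/UAF1 in HEPES pH 7.8 buffer with TCEP. Step two: 15 min room-temperature incubation. Step three: Ub-Rho (150nM final) starts cleavage, tracked by fluorescence over six one-minute reads.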
* = called active by the depositor; ? = inconclusive; . = no result given; & = joins results of further samples; [ ] = remark or other dose. Unless noted, calls follow the shape of the dose curve; as a rule, active = well fitted curve in the direction sought with a large enough effect; inconclusive = small, poorly fitted or top-dose-only effect, or another doubt; inactive = no such curve, though single readings can be large; an effect the other way counts as inactive or inconclusive.

SMILES | TrxR1 inh | TrxR1 substrate | Vif-A3G inh | LDHA block | Glioma ERSR ind | RGS4 inh | Vif-APOBEC3F blk | mIDH1 inhibitor | USP1 inh
O=C(N/N=C/c1cc(Cl)ccc1O)C(=O)Nc1ccccc1OC(F)(F)C(F)F | -14.2% | -10.6% | -10.1% | -8.7 | -6.8% | -7.3% | -22.8% | 3.8% | -13.1%
CCN(CC)S(=O)(=O)c1ccc(N/N=C(\C)c2ccc(OC)cc2O)nc1 | 9.8% | -12.9% | -0.2% | -5.9 | -1.2% | 27.0% | ? | 8.8% | -3.7%
Cc1nnc(SCC(=O)Nc2sccc2C#N)s1 | -0.4% | 6.5% | 4.2% | 2.6 | -5.6% | -52.9% | -1.4% | 3.0% | -17.8%
COc1cccc(NC(=O)CNC(=O)c2ccc(C)cc2)c1 | 4.6% | 2.6% | -0.9% | -1.7 | 2.6% | 1.3% | -10.1% | 10.2% | -6.6%
COc1ccc(OC)c(N(C(=O)c2ccco2)C(C(=O)NC2CCCC2)c2ccc(N3CCOCC3)cc2)c1 (stereo not given) | 16.2%[57.1 µM] | 8.4%[57.1 µM] | -4.0% | -3.3 | 2.8% | -41.8% | -7.2% | -1.2% | -9.2%
Cc1ccc(C(=O)CN(C(=O)c2ccc(Cl)cc2)N2C(=O)CCC2=O)cc1 | 33.1%[57.1 µM] | 1.4%[57.1 µM] | 1.0% | -4.7 | 3.0% | -8.9% | 10.1% | 3.2% | -13.2%
CCCCCCC(=O)Nc1cc2nc3c(nc2cc1C)c(=O)n(C)c(=O)n3C | 4.7% | 7.5% | 0.8% | 3.6 | -2.2% | 1.3% | 1.6% | 14.6% | -4.9%
COc1ccc(S(=O)(=O)Nc2cc3c(cc2C(C)=O)OCO3)cc1 | 10.4% | -1.9% | ? | 2.1 | -2.8% | 4.1% | -23.8% | -1.5% | -8.3%
Cc1cc(C)cc(N(C)S(=O)(=O)c2nnc(NC(=O)COc3ccc(Cl)cc3)s2)c1 | 25.7% | -4.6% | 3.7% | -15.2 | -4.4% | 3.9% | 0.4% | 16.7% | -19.0%
COc1ccc(CN(C)S(=O)(=O)c2c(C)noc2C)cc1OC | 6.1% | -0.2% | -1.7% | -9.4 | 0.2% | 21.5% | 3.6% | 2.5% | -2.2%
CCC(=O)Nc1ccc(NCc2ccc(-c3ccccc3)cc2)cc1 | 2.7%[57.1 µM] | 5.7%[57.1 µM] | -5.1% | 7.7 | -1.6% | -22.4% | -6.0% | 0.0% | -3.4%
O=C(COc1ncnc2sccc12)N1CCN(S(=O)(=O)c2ccc(Cl)cc2)CC1 | 6.3% | 3.3% | -7.4% | -1.9 | 0.5% | 25.9%[11.4 µM] | 3.9% | 2.4% | -9.3%
CSc1nc(SCCN(C)C)c2c3c(sc2n1)COC(C)(C)C3 | 25.5%[11.4 µM] | 11.5% | 1.6% | -1.0 | -7.2% | -18.8% | -17.3% | -0.2% | -5.3%
Cc1c(C(=O)N2CCN(c3ccc(F)cc3)CC2)oc2c1C(=O)CCC2 | -7.4% | -6.8% | 2.8% | -17.3 | -4.4% | -4.1% | 8.9% | 10.3% | -28.0%
Cc1ccc(-n2c(SCC(N)=O)nc3c([nH]c4ccccc43)c2=O)cc1 | 13.4% | -0.2% | -6.4%&-10.4% | -3.2&-3.8 | -2.9%&2.0% | 20.1%&-10.7% | -11.1%&1.7% | -5.7%&0.8% | 6.1%&-17.3%
CCn1cc([N+](=O)[O-])c(C(=O)Nc2c(C)nn(Cc3cccc(F)c3)c2C)n1 | 12.2%[57.1 µM] | 7.5%[57.1 µM] | -0.4% | -5.6 | -2.4% | 28.4% | -2.2% | -6.9% | -7.5%
C=C(C)CN1C(=O)C2(OCCO2)c2cc(Br)ccc21 | 19.1%[57.1 µM] | 8.4%[57.1 µM] | -3.7% | -3.6 | -7.8% | 15.5% | -0.7% | 5.0% | -16.9%
CCCC(CC)Sc1nc2c([nH]1)c(=S)n(C)c(=O)n2C (stereo not given) | -11.2%[11.4 µM] | 0.8%[11.4 µM] | 0.5% | 3.2 | -1.0% | 12.1% | 13.8% | 2.7% | -3.5%
COc1ccc(S(=O)(=O)N2CCN(C)CC2)cc1Br | 7.0%[57.1 µM] | 2.2%[57.1 µM] | 1.1% | -3.4 | -2.6% | 27.6% | 0.7% | -0.9% | -2.9%
CC(=O)NC(CC(=O)Nc1nc(-c2ccccc2)c(C(C)=O)s1)c1ccccc1 (stereo not given) | 24.1% | 8.9% | -20.5% | 4.3 | 0.9% | -9.6% | 0.6% | -15.5% | -19.3%
COc1cc(/C=N/n2c(-c3n[nH]c4c3CCC4)n[nH]c2=S)ccc1O | -20.5% | 0.0% | 0.0% | -2.5 | -2.6% | -16.5%[11.4 µM] | 0.4% | 0.0% | -17.9%
NC(=O)N1CCCC1C(=O)Nc1ccc(Cl)c(Cl)c1 (stereo not given) | 8.6% | 4.3% | 3.4% | -6.9 | -1.5% | 17.3% | -10.9% | 0.0% | -5.0%
Cc1ccc(NC(=O)C2CCCN(S(=O)(=O)c3cccnc3)C2)c(C)c1 (stereo not given) | 24.9% | 5.3% | 1.1% | -2.4 | -6.1% | -24.2% | -4.0% | 14.5% | -23.4%
COc1ccc(N2C(=O)C(C)(C)C2c2c(O)ccc3ccccc23)cc1 (stereo not given) | 0.1% | -8.7% | -9.8% | 5.0 | -3.0% | -1.5% | ? | -3.1% | -15.8%
CCN(c1ccccc1)S(=O)(=O)c1ccc(OC)c(NC(=O)c2ccco2)c1 | . | . | 1.9% | -1.5 | -3.9% | . | 8.6% | 12.0% | -15.4%
Remaining list, next part.
SMILES | TrxR1 inh | TrxR1 substrate | Vif-A3G inh | LDHA block | Glioma ERSR ind | RGS4 inh | Vif-APOBEC3F blk | mIDH1 inhibitor | USP1 inh
CC12CCCCN1CCCc1c2[nH]c2ccccc12 (stereo not given) | 1.2% | 10.8% | -3.1% | 4.9 | -3.8% | -18.9% | -9.0% | 1.8% | -26.5%
CCOC(=O)N1CCC(NC(=O)c2ccc3c(c2)N(Cc2ccc(F)cc2)CCS3)CC1 | 41.7%[activator][57.1 µM] | 70.8%[activator][57.1 µM] | 1.5% | 0.0 | -5.2% | -12.6% | 0.2% | -8.7% | -13.0%
COP(=O)(CC(=O)c1ccccc1)CC(=O)c1ccccc1 | 2.0%[57.1 µM] | 1.4%[57.1 µM] | 0.5% | -6.6 | -0.6% | 16.9% | -6.0% | -10.3% | -18.0%
C[C@H](CO)N1C[C@H](C)[C@@H](CN(C)C(=O)Nc2ccc3c(c2)OCO3)Oc2c(NC(=O)c3ccncc3)cccc2C1=O | -0.5%[57.1 µM] | 13.5%[57.1 µM] | -5.4% | 10.2 | 0.0% | 9.2% | 4.1% | 1.0% | ?
Cc1c(Cl)cccc1Nc1nc(NCCO)c2ccccc2n1 | 9.6% | 7.3% | -0.7% | -5.3 | 31.6µM* | 0.4% | 12.6% | -2.2% | -6.2%
CC1CN(C(=O)COC(=O)c2cccs2)CC(C)O1 (stereo not given) | -14.6% | -3.3% | -1.5% | -11.9 | -5.5% | -4.5% | 0.9% | 0.9% | -23.1%
CCOC(=O)N1CCC(NC(=O)CS(=O)Cc2nc(-c3ccccc3C)oc2C)CC1 (stereo not given) | ? | -4.8% | 0.8% | -3.0&2.6 | ? | -41.8%[56.9 µM] | 3.8% | -1.4% | -28.1%
CCC(=O)NC(c1cccs1)c1cc(Cl)c2cccnc2c1O (stereo not given) | 17.0% | 4.6% | 0.4% | 6.7&2.7 | -1.8% | -8.1% | 0.8% | 1.6% | -16.3%
Cc1cc(C)cc(CSCC(=O)NN=C2CCCCCC2)c1 | ? | -3.6%[11.4 µM] | -3.0% | -6.9 | -2.3% | 19.6% | -20.3% | 1.0% | -15.1%
O=C(Cc1cn2ccsc2n1)NCc1ccccc1 | 12.0% | -1.8% | -1.7% | -4.1 | -4.1% | -13.3% | -0.8% | 1.1% | -0.6%
CCOC(=O)c1c[nH]n(-c2ccccc2)c1=O | 3.1% | -1.5% | -5.5% | -8.1 | -2.6% | 21.0% | 5.7% | 18.6% | -14.2%
O=C(Cc1cccs1)NCC1CCCO1 (stereo not given) | 4.0% | -0.5% | -5.9% | -1.6 | -7.1% | -14.5% | 3.5% | 0.1% | 0.4%
O=C(Nc1ccccc1)NC1CS(=O)(=O)CC1O (stereo not given) | 7.1%[57.1 µM] | 5.8%[57.1 µM] | -0.6% | -5.8 | -3.7% | 15.2% | 0.5% | 2.6% | 1.4%
CCc1ccccc1NC(=O)c1cc2sc(Cl)cc2n1CC | 14.3% | 4.3% | -1.2% | -4.2 | 1.1% | -4.3% | -1.0% | -1.1% | 3.9%
CCCOc1ccc(C(CC(=O)O)NS(=O)(=O)c2ccc(NC(C)=O)cc2)cc1 (stereo not given) | 6.1%[57.1 µM] | 2.3% | -12.1% | -3.9 | -4.4% | -18.7% | 3.7% | 1.7% | -3.3%

This is a subset (hit frequency here may not be typical).
